Screening results deposited in PubChem BioAssay by several laboratories.
Shn3 inh set2 = reduction of Shn3 3'UTR firefly luciferase signal, primary screen, Schnurri-3 inhibitor project, cell-based, Clone20 osteoblasts, set 2; Clone20 osteoblast Shn3 3'UTR firefly luciferase, 24 h; inhibition, % at 12.5 µM; 0.52% of 360,000 active;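 active = mean inhibition of at least 75% with every replicate also reaching 75%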;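 also: 0% = median of neutral control wells and 100% = pilot-screen positive control compound; some compounds past the cut are filed as inactive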
TRPM1 prom inh = inhibitors of MITF-dependent TRPM1 promoter reporter, primary screen, cell-based, SK-MEL-5, single point, luciferase | inhibition, % at 12.5 µM | 0.83% of 330,000 active | SK-MEL-5 TRPM1 promoter luciferase, 24 h;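 active = mean inhibition across replicates of 60% or more, whatever share of single replicates reaches that level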; also: values of inactives mirror those of a sister screen read the other way
CF NFkB block = inhibitors of PAF-induced NF-kB signaling, primary screen, cell-based, GFP fluorescence, uHTS | KKLEB NF-kB-GFP reporter, GFP fluorescence overnight | inhibition, % at 5 µM | AID 588850, 2011 | 0.86% of 360,000 active;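 active = at least 50% inhibition at 5 µM, scaled per plate between neutral and stimulator controls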;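 also: PAF is a Pseudomonas aeruginosa culture filtrate used as stimulus; plate controls were PAF-stimulated DMSO wells for no effect and unstimulated DMSO wells for full effect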
TWEAK-Fn14 inh = inhibitors of TWEAK-Fn14 signaling, primary screen, luciferase reporter cells, uHTS; TWEAK-stimulated Fn14 reporter cells, luciferase luminescence, 8 h; inhibition, % at 10 µM; 2% of 360,000 active; in the data active = inhibition above about 50%
NR2E3 ag-1 = inhibitors of NR2E3-RetCOR corepressor binding, primary screen, NR2E3 agonist project, biochemical, TR-FRET, GST-NR2E3, biotin-RetCOR; 1536-well; inhibition of corepressor binding, % at 4.78 µM; 0.12% of 320,000 active; AID 2300, 2010;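 active = percent inhibition above the cutoff of mean plus 3 SD of all tested compounds, set per screening campaign, cut at about 20% in these data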;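 also: 0% = DMSO wells and 100% = biotin wells as full block of FRET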
Target sequence (Q9Y5X4 whole entry, looked up): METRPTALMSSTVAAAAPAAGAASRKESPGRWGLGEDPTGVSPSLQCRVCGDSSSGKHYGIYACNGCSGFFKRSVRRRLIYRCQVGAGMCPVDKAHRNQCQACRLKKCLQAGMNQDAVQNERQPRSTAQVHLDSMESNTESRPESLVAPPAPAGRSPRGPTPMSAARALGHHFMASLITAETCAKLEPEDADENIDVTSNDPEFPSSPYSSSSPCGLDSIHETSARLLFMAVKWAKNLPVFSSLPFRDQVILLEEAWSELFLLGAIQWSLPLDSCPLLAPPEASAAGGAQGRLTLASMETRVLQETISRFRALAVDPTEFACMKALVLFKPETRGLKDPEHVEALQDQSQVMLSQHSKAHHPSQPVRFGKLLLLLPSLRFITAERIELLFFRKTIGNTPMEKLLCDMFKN
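Material: NR2E3–RetCOR corepressor complex | Quantity: 1.35 nM GST-tagged NR2E3 final | Schedule: 5 h at 4 °C | Replication: Singlicate compound wells | Reagent: RetCOR corepressor, biotinylated, 7 nM | Controls: Biotin wells as high control, 0.6% DMSO wells as low control | Signal: TR-FRET, Eu(K)-anti-GST donor, streptavidin-D2 acceptor, ex 340, em 617/671 nm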
C8 TRAIL sens = viability loss with TRAIL in NB7+C8 cells, primary screen, TRAIL sensitizer project, cell-based, ATPlite luminescence. AID 624354, 2012. 1% of 360,000 active. inhibition (viability loss, TRAIL sensitization), % at 10 µM;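 active = compounds causing at least 50% loss of cell viability in the single-dose screen, relative to plate controls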
HIF-2a block = HIF-2a reporter inhibitors, primary screen, luminescence, 786-0 RCC cells; 786-0 RCC cells HIF-2a reporter, luciferase luminescence, overnight; inhibition, % at 18.8 µM; 0.72% of 360,000 active;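 active = inhibition of the luminescence signal of 40% or more relative to plate controls, in a single-dose primary screen at 18.75 µM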
KKLEB cytotox = cytotoxicity in KKLEB CF airway cells, primary screen, cytotoxicity control for CF NF-kB inhibitor project, cell-based, uHTS, fluorescence assay plates. KKLEB CF airway cells viability, ATPlite luminescence, overnight; hits give low values; cells stimulated with P. aeruginosa culture filtrate. activity change (cytotoxicity), % at 5 µM. 0.36% of 360,000 active. AID 602141, 2011;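 active = corrected activity change at or below -50% at 5 µM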
NR2E3 ag-2 = NR2E3 agonists in two-hybrid cells, primary screen, cell-based, luminescence, CHO-S, Gal4-NCOR/VP16-NR2E3; luciferase; inhibition of corepressor binding, % at 3.98 µM; 0.35% of 360,000 active; AID 602229, 2012;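 active = inhibition above the mean of all tested compounds plus 3 SD, cut at about 70% in these data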;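 also: 0% = DMSO with NR2E3 transfected cells and 100% = cells lacking NR2E3 construct; higher means lower luciferase signal from less NR2E3 corepressor binding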
TROY signal inh = inhibitors of TROY-driven NF-kB signaling, primary screen, Q293 LMP1-TROYcd cells, NF-kB luciferase, uHTS; Q293 LMP1-TROYcd NF-kB luciferase reporter, 4 h; inhibition, % at 10 µM; 0.98% of 360,000 active; AID 1347056, 2019;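 active = compounds whose plate-normalised and pattern-corrected inhibition of the luciferase reporter signal at the single screening dose is 50% or more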
Peg3 prom inh = Peg3 promoter-driven luciferase inhibitors, primary screen, cell-based, HeLa, luciferase luminescence; HeLa PEG-Prom luciferase reporter, overnight; 1.7% of 360,000 active; inhibition, % at 20 µM; AID 588405, 2011;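 active = inhibition of at least 50% at 20 µM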
An asterisk follows results filed as active; / = not tested or not shown. A portion of the library; the hit share may differ from the screen's.

Structure	NR2E3 ag-1	TWEAK-Fn14 inh	KKLEB cytotox	C8 TRAIL sens	TROY signal inh	CF NFkB block	NR2E3 ag-2	Peg3 prom inh	TRPM1 prom inh	HIF-2a block	Shn3 inh set2
Cc1sc2ccccc2c1CNC[C@H]1O[C@@H](n2ccc(=O)[nH]c2=O)[C@H](O)[C@@H]1O	/	-2	-23	-13	-9	-28	-11	-5	/	12	-14
CCOc1ccccc1N1CCN(C(=S)Nc2ccc(S(=O)(=O)Nc3ncccn3)cc2)CC1	2	10	-5	4	-18	15	-1	5	7	2	9
c1cncc(-c2nc(NCC3COc4ccccc4O3)c3ccccc3n2)c1 (stereo unspecified)	0	38	0	30	25	-14	24	58*	-32	14	18
CN(C)C(=O)N1CCC(C(=O)NCc2ccc(F)cc2)CC1	1	20	-6	-8	28	-4	14	13	/	17	-5
O=C(Nc1ccccc1)c1cc(C2CCCN(C(=O)OCc3ccccc3)C2)on1 (stereo unspecified)	/	-16	-1	0	-28	-13	-6	-192	/	-280	-17
CC(C)C(=O)N1CCN(c2ccc(NC(=O)COc3ccccc3[N+](=O)[O-])cc2)CC1	5	75*	-6	40	49	11	46	91*	39	-6	36
COc1cccc(-c2cc3c(c4c2ccn4C)C2CCC3C2)c1 (stereo unspecified)	/	-8	-8	0	5	41	-13	1	/	-17	-11
COC(=O)c1cc(N2CCNCC2)nc2ccccc12	6	0	0	-2	-9	7	-12	10	-4	13	30
Cc1ncc([N+](=O)[O-])n1CCOC(=O)NC(NCc1ccccc1)C(Cl)(Cl)Cl (stereo unspecified)	2	12	-1	-9	11	-4	-1	12	-3	13	-10
CC(=O)Nc1cc2c(cc1Br)OCCO2	-2	-2	2	-3	15	-4	-15	-13	5	4	-4
CCOc1ccc(OCC)c(C2C(C#N)=C(N)N(c3cccnc3)C3=C2C(=O)CC(C)(C)C3)c1 (stereo unspecified)	0	7	-2	-5	16	-3	0	13	5	19	8
O=C(NCCCn1ccnc1)/C(=C/c1ccccc1)NC(=O)c1ccccc1	-2	-5	1	2	14	11	-25	12	9	7	-37
O=C(NCCCN1CCCCCC1)c1ccc2c(Cl)c3c(nc2c1)CCCC3	0	-8	6	-3	20	-6	5	14	-2	-8	0
Cc1ccc(Nc2cc(=O)[nH]c(=O)[nH]2)c(C)c1	-1	-3	-3	8	14	-1	-18	8	-3	13	-13
CCOc1ccccc1N1CC(C(=O)Nc2cccc(S(=O)(=O)N3CCCCC3)c2)CC1=O (stereo unspecified)	-1	-4	-7	13	8	0	-25	9	16	13	23

The results go on:
Structure	NR2E3 ag-1	TWEAK-Fn14 inh	KKLEB cytotox	C8 TRAIL sens	TROY signal inh	CF NFkB block	NR2E3 ag-2	Peg3 prom inh	TRPM1 prom inh	HIF-2a block	Shn3 inh set2
Cc1cc(C)cc(NC(=O)CN(C)CC(=O)N(CC(C)C)c2c(N)n(CC(C)C)c(=O)[nH]c2=O)c1	3	-3	4	5	-22	3	3	7	8	5	3
O=c1cc(-c2ccsc2)oc2cc(-c3ccc4c(c3)OCO4)ccc12	/	-69	-14	10	-19	20	-4	6	-5	-20	-8
CS(=O)(=O)c1ccc(C(=O)Nc2cccc(-c3nc4ccccc4[nH]3)c2)cc1	-2	11	-10	12	6	6	13	11	4	-38	-2
O=C(OCC(=O)N1CCCCCC1)c1cnc(Cl)c(Cl)c1	5	4	2	6	3	-7	-4	19	3	16	3
COc1cc(/C=N/NC(=O)c2ccncc2)ccc1OCc1cnc(Cl)s1	4	-38	3	6	-31	-35	-47	-148	-29	3	-55
CCOC(=O)c1cccnc1SCC(=O)Nc1ccc(C)cc1	-4	-2	-3	-7	-18	17	-102	-143	0	-160	-20
CC1Cc2ccccc2N1CC(=O)NC(=O)NC1CCCCC1 (stereo unspecified)	-4	5	-11	-12	21	13	-24	9	7	15	1
OCCCNc1ncnc2[nH]ncc12	/	5	3	5	1	21	-14	10	16	1	-12
CCCCn1c(N)c(N(CC(C)C)C(=O)CCNC(=O)c2ccccc2Cl)c(=O)[nH]c1=O	1	7	-4	30	-19	29	-27	-5	-7	6	0
CC(NC(=O)C1CCN(C(=O)Nc2ccccc2)CC1)c1ccc(Cl)cc1 (stereo unspecified)	1	14	-15	12	-15	-11	-4	2	0	15	3
CCOc1cc(NC(=O)CC(C)C)c(OCC)cc1NC(=O)CCn1nnc2ccccc21	1	1	-6	-20	-2	-7	5	5	5	3	-16
O=C(OCC(=O)N1CCc2ccccc21)c1ccc([N+](=O)[O-])o1	/	8	0	-1	-10	16	2	13	19	-1	2
COc1cc2cc(C(N)=O)c(N)nc2cc1OC	2	2	0	-5	12	2	-43	1	-1	9	25
O=S(=O)(Cc1ccc(Cl)cc1)N1CCCC1	1	-32	-6	1	2	18	-20	9	-5	-11	13
N#CNC(=Nc1ccccc1F)SCc1ccc(C(=O)O)cc1	3	12	6	3	2	1	-4	7	-3	22	0

(next part)
Structure	NR2E3 ag-1	TWEAK-Fn14 inh	KKLEB cytotox	C8 TRAIL sens	TROY signal inh	CF NFkB block	NR2E3 ag-2	Peg3 prom inh	TRPM1 prom inh	HIF-2a block	Shn3 inh set2
CSc1nc(Cl)cc(Nc2ccccc2N)n1	4	26	4	-17	1	-2	-5	3	8	13	-6
O=[N+]([O-])c1ccccc1-c1ccc(C(=S)N2CCCC2)o1	-3	4	-3	-9	29	-21	-47	-176	-14	-166	-28
Cc1ccc(OCc2nnc(N)s2)cc1	0	-23	-2	-1	-24	-3	-27	-54	-10	-95	-20
Cc1cc(C)nc(NC(=O)c2c(-c3c(Cl)cccc3Cl)noc2C)n1	4	25	4	-2	/	-8	15	19	6	-3	7
Cc1onc(-c2ccccc2)c1C(=O)N/N=C/c1ccccc1OC(C)C	2	21	3	-9	26	-22	3	4	1	10	-2
COc1ccc(N=c2oc3ccc(OC)cc3cc2-c2nc3ccccc3[nH]2)cc1	2	49	-24	43	12	-11	-111	-86	-2	-192	45
O=S(=O)(Nc1cccc(-n2cnnn2)c1)c1cnc(Cl)c(Cl)c1	4	-9	-2	4	-2	2	-1	4	12	6	-4
CC(C)(O)c1nnn(-c2ccccc2)c1C(F)(F)F	0	1	0	-7	2	5	2	1	10	0	11
COc1ccc(S(=O)(=O)Nc2cccc3c2O[C@H](CN(C)Cc2ccc(-c4ccccc4)cc2)[C@@H](C)CN([C@H](C)CO)C3=O)cc1	/	13	-15	-1	2	16	10	18	-3	19	2
CCC1CN(C(=O)N2CCC(C(=O)NCc3cccc(OC)c3OC)CC2)c2cc(C)ccc2O1 (stereo unspecified)	-2	6	-8	-13	4	7	-19	14	13	15	23
COc1ccc(OC)c(NC(=O)Nc2cccc3ccccc23)c1	1	3	21	-1	16	-12	-33	-55	-6	-73	-3
CCCCC(NC(C)=O)c1nc2ccccc2n1CCC (stereo unspecified)	2	8	3	-4	12	-6	22	9	15	10	2
O=S(=O)(Nc1ncccn1)c1ccc(NC(=S)NCCc2ccc(Cl)cc2)cc1	0	13	10	-3	-8	-16	-11	15	16	9	4
COc1cccc(NC(=O)Nc2nc(-c3ccc(OC)c(OC)c3)cs2)c1	2	105*	-100*	97*	70*	109*	4	105*	80*	-122	75
CCOc1cc(C(=S)N2CCOCC2)ccc1OC(=O)c1cccc(C)c1	-1	-25	0	-1	21	14	-14	25	9	15	-1

The list goes on.
Structure	NR2E3 ag-1	TWEAK-Fn14 inh	KKLEB cytotox	C8 TRAIL sens	TROY signal inh	CF NFkB block	NR2E3 ag-2	Peg3 prom inh	TRPM1 prom inh	HIF-2a block	Shn3 inh set2
CCOc1ccccc1Oc1c(C)oc2c(CN3CCN(C)CC3)c(O)ccc2c1=O	0	-22	2	-7	-1	1	-13	-8	-5	12	-1
COc1ccc(C(=O)Nc2ccccc2C(=O)N(Cc2ccco2)C(C(N)=O)C(C)C)cc1 (stereo unspecified)	1	10	-34	17	-5	17	-14	42	6	0	-40
CCOC(=O)/C=C/C(=O)OCC(=O)N1CCN(C(=O)c2ccco2)CC1	1	24	-6	-10	-2	30	-30	28	4	7	12
CCCCC(=O)NNC(=S)NCc1ccccc1	3	7	-4	-4	-2	-16	-1	-6	-3	3	-3
Cn1c(SCC(=O)Nc2ccc(N3CCOCC3)cc2)nnc1-c1ccccc1F	3	14	9	33	-3	-2	-17	-14	-8	-22	-6
O=C(NC1CC1)c1cccc(Br)c1	3	84*	1	0	79*	-8	-17	-1	-8	1	-3
CC(=O)c1cccc(NC(=O)c2cc(C(C)C)on2)c1	-3	13	6	12	-26	-3	-76	-324	/	-250	-116
O=C(N=Nc1c(O)[nH]c2ccccc12)c1ccco1	0	9	6	47	-32	-23	-164	-231	-24	-188	-51
Cc1cc(=O)[nH]c2c1cnn2Cc1ccccc1	1	-10	4	-7	2	-7	-19	10	4	-5	-13
Clc1cccc(Cc2c(-c3cccc(Br)c3)nc3ccc(Cl)cn23)c1	/	-20	2	4	12	-2	-4	-151	/	-208	-36
CSc1nc2nccc(-c3ccc(Cl)cc3)n2n1	0	-16	1	-7	-2	-12	0	14	-6	-1	9
CC(OC(=O)/C=C/c1cccc(C(F)(F)F)c1)C(=O)NC1CCCCC1C (stereo unspecified)	5	-33	6	22	-8	-3	5	7	2	10	-6
Cc1cc(NC(=O)CSCC(=O)N(C)Cc2cccc(Cl)c2)no1	9	-26	16	15	-6	-11	-5	-1	2	8	8
CCOC(=O)N1CCC(N2C(=O)c3ccccc3C2Nc2cc(Cl)c(OC)cc2OC)CC1 (stereo unspecified)	2	2	4	1	-4	-1	-42	14	-8	6	20
CCN(CC(=O)NCc1cccs1)C(=O)/C=C/c1cc(Br)ccc1OC(F)F	3	-23	15	-16	-15	-18	-3	18	-2	-1	0
O=C(NC(c1ccccc1)c1ccsc1)C1CCN(CCOc2ccc(Cl)cc2Cl)CC1 (stereo unspecified)	/	-2	-31	-11	32	8	-2	54*	/	-13	-10
CC(C)Nc1nnc(SCC(=O)/C=C2\N(C)c3ccccc3C2(C)C)s1	-3	-12	-8	-1	4	5	-41	11	7	5	9

Results in NR2E3 ag-1, for some of the entries so far:
SMILES	NR2E3 ag-1
CCOC(=O)N1CCC(N2C(=O)c3ccccc3C2Nc2cc(Cl)c(OC)cc2OC)CC1 (stereo unspecified)	2
CCOc1ccccc1N1CC(C(=O)Nc2cccc(S(=O)(=O)N3CCCCC3)c2)CC1=O (stereo unspecified)	-1
